Screens from PubChem.
MC4R antagonist = human MC4R antagonism in cAMP assay. AID 540295. P32245. MC4R-expressing cells, MTII-stimulated cAMP, LANCE TR-FRET. inhibition, % at 6.5 µM. 0.48% of 360,000 active;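 active means inhibition above its plate's cutoff, the mean of tested wells on that plate plus 3 SD, cut at about 29% in these data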;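 further: 0% = Melanotan II alone and 100% = Melanotan II plus saturating MCL0020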
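Material – human MC4R-expressing U2OS cells · Repeats – no replicates · Detection – TR-FRET with Eu-cAMP and labeled anti-cAMP, 671 nm · Times – compound 30 min, challenge 1 h, detection 1 h · Compound – single nominal compound dose of 6.5 µM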
H9c2 protect = myocardial damage modulation in H9c2 cells; 0.63% of 360,000 active; protection from H2O2 cell death, % at 20 µM; H9c2 cardiomyocytes, H2O2 injury protection, ATPLite, 2 h;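 active means compounds giving at least 50% protection of heart cells from peroxide-induced death in the single-dose screen, raw or plate-pattern-corrected value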;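 further: 0% = DMSO wells with peroxide and 100% = DMSO wells without peroxide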
N-glyco inh = blocks N-linked glycosylation in D54 reporter cells; D54 ERlucT glycosylation luciferase reporter, 24 h; percent of 100 nM tunicamycin response; reporter increase, % at 12.5 µM; 0.23% of 360,000 active;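 active means mean luciferase reporter signal, scaled so untreated is 0 and the glycosylation-blocking control 100, at or above a set limit in every replicate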;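 further: luciferase carries N-glycosylation sites so blocking glycosylation raises the light; 0% = median of neutral control wells and 100% = median of 100 nM tunicamycin wells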
MC4R ag barr = human MC4R agonism via beta-arrestin | P32245 | U2OS MC4R beta-arrestin complementation, luminescence; percent of melanotan II response, DMSO zero | activation, % at 8.9 µM | 0.98% of 360,000 active | AID 540308;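 active means activation above a per-plate cutoff, the mean activation of sample wells on that plate plus 3 SD, cut at about 8% in these data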
CaV13 FRET inh = Disruptors of the CACNA1D IQ motif to Ca2+-dependent inactivation inhibitor domain association, primary screening, Förster resonance energy transfer in intact living …; 0.098% of 340,000 active; AID 743397; inhibition, % at 12.3 µM; HEK cells, CFP/YFP FRET ICDI-IQ, plate reader, 10 min; percent FRET-ratio fall versus neutral wells;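 active means mean replicate inhibition of at least 30% and at least 1% of replicates passing that level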;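 further: 0% = median of the neutral control wells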
ABHD5 PLIN5 PPI = inhibitors of human ABHD5-perilipin-5 interaction. Split G. princeps luciferase complementation, luminescence, 4 h. inhibition, % at 4 µM. 0.78% of 360,000 active. AID 602281;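 active means inhibition above the mean inhibition across every tested compound plus 3 SD, cut at about 22% in these data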;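 further: 0% = DMSO only wells and the 100% control is not disclosed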
Target sequence (Q00G26 whole entry, looked up): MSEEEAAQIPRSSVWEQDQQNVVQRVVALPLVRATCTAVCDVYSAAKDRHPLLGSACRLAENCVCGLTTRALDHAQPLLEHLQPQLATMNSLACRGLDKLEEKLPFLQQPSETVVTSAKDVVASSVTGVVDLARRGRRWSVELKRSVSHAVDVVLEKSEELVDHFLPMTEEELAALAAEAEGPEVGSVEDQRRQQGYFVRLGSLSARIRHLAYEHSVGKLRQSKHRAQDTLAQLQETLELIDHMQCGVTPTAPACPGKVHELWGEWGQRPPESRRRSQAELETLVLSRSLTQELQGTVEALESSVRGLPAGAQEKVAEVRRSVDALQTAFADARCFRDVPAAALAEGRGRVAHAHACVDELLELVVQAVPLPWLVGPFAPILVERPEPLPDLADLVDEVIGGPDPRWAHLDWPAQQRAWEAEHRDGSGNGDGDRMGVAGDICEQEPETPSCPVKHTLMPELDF
Target sequence (Q8WTS1 whole entry, looked up): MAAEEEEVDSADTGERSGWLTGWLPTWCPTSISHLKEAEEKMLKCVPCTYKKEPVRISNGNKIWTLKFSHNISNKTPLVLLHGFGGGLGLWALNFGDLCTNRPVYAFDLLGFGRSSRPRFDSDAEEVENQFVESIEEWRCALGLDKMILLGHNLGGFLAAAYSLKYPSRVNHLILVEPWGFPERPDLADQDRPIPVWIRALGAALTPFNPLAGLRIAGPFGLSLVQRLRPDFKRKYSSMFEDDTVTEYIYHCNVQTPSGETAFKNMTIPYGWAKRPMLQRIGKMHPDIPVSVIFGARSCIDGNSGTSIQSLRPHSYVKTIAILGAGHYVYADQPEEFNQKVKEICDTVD
ABCB6 inh MLPCN = human ABCB6 transporter inhibition | Q9NP58 | K562-ABCB6 porphyrin accumulation, flow cytometry, 1 h; active compounds read low | fluorescence ratio to DMSO, % at 10 µM | 0.19% of 360,000 active | AID 602162;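 active means fluorescence ratio to DMSO below 75%, the collection mean minus 3 SD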;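 further: signal is porphyrin accumulated inside mitochondria; 100% equals median channel fluorescence of DMSO control wells; lower ratio means ABCB6 inhibition with less porphyrin fluorescence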
Granule exo inh = lytic granule exocytosis inhibition. TALL-104 LAMP-1 surface exposure, flow cytometry; cells stimulated with thapsigargin and PMA. inhibition, % at 10 µM. 0.66% of 360,000 active;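 active means inhibition above about 55%, limit read from the data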
m5-HT2A agonist = mouse HTR2A agonism via beta-arrestin recruitment | P35363 | CHO-K1 mHTR2A beta-arrestin complementation, luminescence; percent of 30 µM serotonin response | AID 624169 | 0.66% of 360,000 active | activation, % at 7.6 µM;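 active means activation above a run cutoff, the mean activation of all tested compounds plus 3 SD, cut at about 14% in these data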;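 further: 0% = plate median of compound wells and 100% = 30 µM serotonin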
PDI inh = inhibitors of human protein disulfide isomerase; PDI insulin aggregation turbidity, A650, 90 min; inhibition, % at 10 µM; 0.052% of 350,000 active; AID 588391;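 active means mean inhibition across replicates of 30% or more, whatever share of single replicates reach that level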;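 further: absorbance from insulin aggregation driven by PDI reduction with DTT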
* hit, by the source's call; / = not tested or not shown.

SMILES | MC4R antagonist | H9c2 protect | N-glyco inh | MC4R ag barr | CaV13 FRET inh | ABHD5 PLIN5 PPI | ABCB6 inh MLPCN | Granule exo inh | m5-HT2A agonist | PDI inh
O=S(=O)(c1ccccc1)N1CCN(Cc2ccccc2)c2ccccc21 | 6 | -12 | -7 | -0.7 | -7 | -5 | 110 | -9 | 1 | -3
Cc1ccc(S(=O)(=O)N2CCN(S(=O)(=O)N(C)C)CC2)c(C)c1 | 1 | -11 | -2 | 0.7 | / | -4 | 94 | 1 | -1 | -3
Cc1c(NCc2cc(Cl)ccc2O)c(=O)n(-c2ccccc2)n1C | 1 | 9 | 1 | -1.1 | -5 | -7 | 102 | -1 | -4 | 0
COc1ccc(-c2nnc(SCC(=O)N(Cc3ccccc3)C(C)(C)C)o2)cc1OC | 3 | 5 | -4 | 0.7 | -4 | -1 | 94 | 0 | -1 | -4
CC(C)(C)c1ccc(OCCC(=O)OCC(=O)NC2CC2)cc1 | 8 | -5 | 0 | -1.7 | -2 | 11 | 99 | 4 | -1 | -4
COc1ccccc1Oc1ccc(N2CC(C(=O)OCC(=O)c3ccc(F)cc3)CC2=O)cc1 (configuration not stated) | 18 | 7 | -1 | -1.8 | -5 | -3 | 96 | -2 | 0 | 4
O=C(COc1cccc2ccccc12)N/N=C/c1ccco1 | -1 | 8 | 1 | -1.8 | -2 | 10 | 106 | 3 | 2 | -10
Cn1c(=O)[nH]c(=O)c2c1nc(NCc1ccccc1)n2CCCc1ccccc1 | 0 | 41 | 7 | -2.2 | -4 | -6 | 95 | 0 | -4 | -2
C[C@H](CO)N1C[C@H](C)[C@@H](CN(C)S(=O)(=O)c2ccc(F)cc2)Oc2c(NC(=O)Cc3ccccc3)cccc2C1=O | 9 | 6 | 22 | -0.1 | -4 | -6 | 98 | -4 | 4 | 6
COc1ccc(/C=N/Nc2ncccc2[N+](=O)[O-])c(OC)c1 | -16 | -8 | -11 | 0.2 | 4 | 1 | 89 | -2 | -3 | -4
CC1Nc2ccccc2C(=O)N1NS(=O)(=O)c1ccccc1 (configuration not stated) | 23 | 7 | 1 | 1.0 | -9 | 0 | 101 | -4 | 6 | -3
CCOC(=O)c1nn(-c2ccccc2)c(=O)c(C#N)c1C | 2 | 10 | 4 | -1.3 | / | 2 | 90 | 2 | 2 | -7
COc1ccc(N(C)S(=O)(=O)c2cccc(C(=O)NC3CCCCC3C)c2)cc1 (configuration not stated) | 4 | -9 | -4 | -2.5 | -6 | -1 | 97 | 4 | 1 | 5
N/C(=N\NC(=O)c1cccs1)c1cc2cc(Cl)ccc2oc1=O | 1 | 16 | 0 | 0.0 | -12 | 0 | 96 | -6 | 2 | 2
CC(=O)Nc1ccc(-c2nn[nH]n2)cc1Cl | 14 | -1 | -1 | -2.3 | -4 | 5 | 95 | 1 | -2 | 0

Reformatted in CSV form: part of the list above
SMILES,MC4R antagonist,H9c2 protect,N-glyco inh,MC4R ag barr,CaV13 FRET inh,ABHD5 PLIN5 PPI,ABCB6 inh MLPCN,Granule exo inh,m5-HT2A agonist,PDI inh
CC(=O)Nc1ccc(-c2nn[nH]n2)cc1Cl,14,-1,-1,-2.3,-4,5,95,1,-2,0
Cc1ccc(S(=O)(=O)N2CCN(S(=O)(=O)N(C)C)CC2)c(C)c1,1,-11,-2,0.7,/,-4,94,1,-1,-3
O=S(=O)(c1ccccc1)N1CCN(Cc2ccccc2)c2ccccc21,6,-12,-7,-0.7,-7,-5,110,-9,1,-3

More results
SMILES | MC4R antagonist | H9c2 protect | N-glyco inh | MC4R ag barr | CaV13 FRET inh | ABHD5 PLIN5 PPI | ABCB6 inh MLPCN | Granule exo inh | m5-HT2A agonist | PDI inh
CCOC(=O)c1ccc(-n2cc(C(=O)c3cccnc3)nn2)cc1 | 16 | 0 | -2 | 0.0 | -3 | -3 | 96 | 8 | 5 | 4
Cc1ccccc1-c1nc(CS(=O)(=O)CC(=O)NCCCN2CCCC2)c(C)o1 | 3 | 7 | 0 | -0.4 | -5 | 7 | 93 | 1 | -3 | /
O=C(O)C1=NN(c2c(F)c(F)cc(F)c2F)C(=O)CC1 | 20 | 4 | 2 | -1.3 | -4 | 0 | 94 | -8 | 1 | -3
COc1ccc(OCc2cc(C(=O)N(C)C3CCOCC3)no2)c2ccccc12 | -7 | 3 | 3 | -0.1 | -3 | 0 | 102 | 0 | -3 | 0
Cc1ccccc1-n1c(=O)c2ccccc2n2cnnc12 | -9 | 0 | 6 | 0.2 | -4 | -1 | 96 | 2 | -3 | 8
CC(/C=C/c1ccco1)=N\NC(=O)C(O)c1ccccc1 (configuration not stated) | 7 | 4 | 0 | 0.4 | -5 | 11 | 96 | -1 | -3 | 4
Cc1ccc(-c2nnn(CC(=O)N(Cc3ccccc3)C(C(=O)NC3CCCC3)c3ccncc3)n2)o1 (configuration not stated) | 3 | -1 | 3 | 1.6 | -8 | 3 | 96 | -2 | 2 | -2
O=C(O)c1cccc(-n2cccc2/C=C\[N+](=O)[O-])c1 | 9 | 2 | -2 | -1.2 | -7 | 9 | 98 | 4 | -1 | 12
COc1ccc(NC(=O)c2ccc(C)cc2Cl)c([N+](=O)[O-])c1 | 0 | -14 | -1 | 2.4 | -5 | -3 | 91 | 0 | -1 | -13
COc1ccc(-c2noc(C3CCCN(S(=O)(=O)c4cccc(Cl)c4C)C3)n2)cc1OC (configuration not stated) | 5 | 0 | -2 | 0.8 | -4 | 5 | 100 | -1 | 1 | -7
CCN(CC)c1ccc(C2C(C(=O)OC)=C(C)NC(C)=C2C(=O)OC)cc1 | 0 | 0 | 2 | -1.9 | -7 | -3 | 82 | -2 | -8 | 3
CCOC(=O)N1CCN(S(=O)(=O)c2ccc3c(c2)CC(C)N3C(C)=O)CC1 (configuration not stated) | 4 | -9 | 0 | -1.7 | -6 | -6 | 103 | -2 | -1 | -3
COc1ccc(N(Cc2ccccc2)S(=O)(=O)c2ccc(C)cc2)cc1 | -5 | -9 | -4 | -1.3 | -5 | 7 | 92 | 40 | -10 | -1
COc1ccc(CCNC(=O)CN2CCC(C)CC2)cc1OC | 0 | -2 | 0 | 1.8 | -5 | -1 | 97 | 3 | -3 | 10
CCOC(=O)[C@]12CCCC=C1N(Cc1ccco1)C(=O)[C@H](CC(=O)N1CCSCC1)C2 | / | / | / | / | -8 | -2 | 93 | 1 | 0 | /
COc1ccc(NC(=O)CSc2nnc(Cc3ccc(C)cc3)c(=O)n2N)cc1OC | 3 | 5 | -4 | -2.8 | -7 | 3 | 97 | 4 | 9 | -3
CC(C)c1ccccc1NC(=S)NCC1(N(C)C)CCCCC1 | 6 | 2 | -2 | -3.6 | -6 | 7 | 99 | 2 | -1 | 0
CC(=O)N1CCC(C(=O)N2c3ccccc3N=C(c3ccc(C(F)(F)F)cc3)C2C(=O)NC(C)C)CC1 (configuration not stated) | / | / | / | / | -10 | -4 | / | 1 | 1 | /
COc1ccc2nc(SCC(=O)N3CCCCC3)c(C#N)cc2c1 | -6 | 5 | -1 | -0.5 | -16 | 5 | 92 | 10 | 3 | 0
Nc1nc(CSCc2ccccc2)nc(N2CCOCC2)n1 | 15 | -6 | -1 | 1.0 | / | -4 | 101 | -3 | -4 | -4
CNc1nc(N)c([N+](=O)[O-])c(Nc2cccc(F)c2)n1 | -2 | 6 | 3 | 0.0 | -2 | -1 | 82 | -4 | 2 | 0
CC1=C(C(=O)Nc2ccccc2)C2(CCCCC2)C(C#N)=C(S)N1 | -1 | 10 | 1 | -2.2 | / | -20 | 94 | 2 | 0 | -12
COc1ccc(NC(=O)c2ccc(NC(=O)CN3CCN(c4ccccc4)CC3)cc2)cc1 | 5 | 5 | 1 | -0.8 | -5 | 7 | 101 | 9 | -1 | -2
COc1cccc(NC(=O)c2cccc(NC(=O)c3ccco3)c2)c1 | 0 | 0 | 0 | -1.1 | -5 | -10 | 97 | 1 | -5 | 2
COC(=O)C1=C(C)NC(=S)NC1c1sccc1C (configuration not stated) | 9 | 10 | 2 | -4.0 | -2 | -6 | 96 | -5 | -4 | 17
O=C(N/N=C/C=C/c1ccccc1)c1ccc(Br)cc1 | -9 | -3 | 4 | 1.6 | / | -3 | 92 | -4 | 4 | -6
CC(NC(=O)Nc1ccccc1)C(c1cccs1)N1CCN(c2ccccc2)CC1 (configuration not stated) | 18 | 29 | -3 | 0.9 | -4 | -3 | 100 | -1 | -2 | /
O=S(=O)(c1ccccc1)c1nc(-c2ccco2)oc1N1CCCCC1 | 6 | 4 | 0 | -0.8 | -3 | 2 | 92 | -7 | -5 | -8
CCOC(=O)CN1C(=O)CSc2ccccc21 | 1 | 0 | 0 | -0.9 | -7 | 0 | 103 | -1 | 2 | -4
CC1C(c2ccccc2)N(C)C(c2ccccc2)CC1(O)c1ccc(F)cc1 (configuration not stated) | 27 | -23 | -4 | 4.7 | -6 | -14 | 98 | -2 | 0 | -1
CC(CCc1ccccc1)NC(=O)COC(=O)c1ccc([N+](=O)[O-])cc1 (configuration not stated) | 8 | 2 | -3 | -1.4 | -4 | -2 | 95 | 2 | 2 | -1
Cc1onc(-c2ccccc2Cl)c1C(=O)O/N=C(\N)c1cccc([N+](=O)[O-])c1 | 11 | 10 | 7 | -0.8 | -4 | 5 | 164 | -23 | -6 | 7
C/C(=N/NC(=O)c1cc2ccccc2cc1O)C1C(=O)c2ccccc2C1=O | 3 | 22 | 1 | -3.5 | -3 | 3 | 99 | -4 | -3 | -2
Cc1ccc(S(=O)(=O)Nc2nc3ccccc3nc2N2CCN(c3ccccc3F)CC2)cc1 | -3 | -3 | 0 | 0.2 | -2 | -3 | 101 | 3 | -5 | -6
O=C(CN1CCCCCC1)Nc1ccc(Cl)cc1F | 2 | -4 | 0 | 2.6 | -3 | -5 | 98 | 5 | 1 | 7
O=C(Nc1cccc(S(=O)(=O)NC2=NCCC2)c1)c1cnc(Cl)c(Cl)c1 | 28 | -9 | 3 | -3.6 | -16 | -2 | 94 | 5 | 3 | 9
O=C(NC(=S)Nc1ccc2oc(=O)ccc2c1)c1cc2ccccc2o1 | 17 | -12 | 1 | -2.8 | -3 | -4 | 99 | -3 | 1 | -4
Cc1ccc(-c2n[nH]c(=O)c3ccccc23)cc1S(=O)(=O)Nc1ccccc1 | -12 | 83* | -1 | -1.6 | -4 | 1 | 320 | 4 | -4 | 8
CC1=C/C(=N\OS(=O)(=O)c2ccccc2)C(C)=CC1=O | 68* | -17 | 9 | 7.0 | / | 7 | 105 | 99* | 5 | -1
CCCCN1C(=O)C2NN=C(C(=O)OC)C2C1=O (configuration not stated) | 11 | 17 | 4 | -0.2 | -5 | -1 | 95 | 4 | 2 | 3
CC(=O)Nc1ccc(-c2ccnc3c2CC(C(=O)NCC2CCOCC2)O3)cc1 (configuration not stated) | -8 | 1 | 16 | -2.2 | -5 | -4 | 214 | 11 | 2 | 12
